Assay outcomes: PubChem, National Center for Advancing Translational Sciences (NCATS)
POLI inh = inhibitors of human DNA polymerase iota; Potency, µM (top dose mostly 115 µM), for inactives: top-dose activity, negative = inhibition, actives largely listed as inhibitors; hit rate 1% among 390,000; Pol iota fluorescent replication assay, 10 min
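Fluorescent replication assay read twice, at 0 min and 10 min after adding 50 nM (final) substrate. Enzyme (10 nM) and compounds were first incubated 15 min at room temperature; enzyme-free buffer wells were negative controls.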
APEX1 inh = inhibitors of human APE1 endonuclease | P27695 | recombinant APE1, TAMRA/BHQ-2 abasic DNA cleavage fluorescence | Potency, µM (highest dose often 65.8 µM), inactives show top-dose activity change, negative = inhibition, most hits filed as inhibitors | hit rate 0.35% among 350,000;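 also: plate controls were vehicle for no effect and reference inhibitor for full effect; nearly all actives have a fitted effect of over 55% in size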
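APE1 at 0.75 nM preincubated 15 min at room temperature with compound. Reaction then started with 50 nM double-stranded THF-abasic substrate labelled with TAMRA/BHQ-2, and 525/598 nm fluorescence read kinetically. Activity taken as third-minus-first read difference, normalized to DMSO and NSC13755 controls.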
Pol eta inh = inhibitors of human DNA polymerase eta. Q9Y253. recombinant Pol eta, fluorescent DNA replication assay. Potency, µM (highest dose often 114 µM), for inactives: at the highest dose activity change, negative = inhibition, actives largely listed as inhibitors. hit rate 1.2% among 390,000; also: % is scaled to controls: 0 for no effect and ±100 for the full control effect
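Fluorescent replication assay: 50 nM final substrate added after a 15 min room-temperature compound preincubation with 10 nM enzyme. Signal taken at 0 min and again at 10 min.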
BAZ2B inh = blocks human BAZ2B; Q9UIF8; AlphaScreen BAZ2B-H3K14Ac peptide displacement; Potency, µM (doses to about 114 µM), for inactives: top-dose activity change, negative = inhibition, most hits filed as inhibitors; hit rate 4.4% among 360,000; also: % is scaled to controls: 0 for no effect and ±100 for the full control effect; nearly all actives have a fitted effect of over 60% in size
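AlphaScreen displacement of biotin-H3(5-23)K14Ac peptide (50 nM final) from BAZ2B (50 nM final) in PBS pH 7.4, 0.01% Tween-20; complex preformed 30 min RT, then compounds (top 110 uM) 30 min RT, beads 20 min dark.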
Anesthetic bind = candidate novel general anesthetic via apoferritin binding | apoferritin/1-aminoanthracene competitive binding, fluorescence | hit rate 0.074% among 350,000 | P02791 | Potency, µM (top dose mostly 77.5 µM), inactives show at the top dose activity change, negative = displacement, hits mostly inhibitors; also: % is scaled to controls: 0 for no effect and ±100 for the full control effect; nearly all actives have a fitted effect of over 20% in size
Target sequence (P02791 2-175 limits assumed): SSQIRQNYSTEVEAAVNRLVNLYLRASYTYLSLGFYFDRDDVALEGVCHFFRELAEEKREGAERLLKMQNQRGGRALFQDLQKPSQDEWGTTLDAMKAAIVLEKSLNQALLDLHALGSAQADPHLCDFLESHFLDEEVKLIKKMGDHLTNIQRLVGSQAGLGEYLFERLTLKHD
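Concentration-response curves derived by four-parameter Hill fitting of normalized fluorescence, where compounds displaced 1-AMA from 10 uM horse apoferritin following a brief 10 min room-temperature incubation; propofol titration acted as positive control.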
G9a inh = G9a (human) methyltransferase inhibition | AID 504332 | G9a H3K9 monomethylation, AlphaScreen, 2 h | hit rate 8.8% among 350,000 | Potency, µM (top dose mostly 102 µM), without a hit: top-dose activity, negative = inhibition, usual class: inhibitors; also: % is scaled to controls: 0 for no effect and ±100 for the full control effect; nearly all actives have a fitted effect of over 75% in size
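Signal arises when biotinylated H3K9 peptide, once monomethylated, bridges streptavidin donor and antibody-captured acceptor beads. Enzyme at 20 nM was preincubated 15 min with test compounds; peptide 500 nM and SAM 20 uM then reacted for 2 h.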
Pol beta inh = blocks human DNA polymerase beta activity | hit rate 1.3% among 340,000 | Pol beta primer extension/strand displacement, fluorescence kinetic | Potency, µM (top dose mostly 114 µM), inactives show at the highest dose activity change, negative = inhibition, hits mostly inhibitors | P06746; also: % is scaled to controls: 0 for no effect and ±100 for the full control effect
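Curves were derived by four-parameter Hill fits of normalized qHTS data. The kinetic fluorescent primer-extension read was taken at 0 and 10 min after 50 nM substrate, following a 15 min room-temperature preincubation of 10 nM enzyme with compounds.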
BLM helicase inh = Bloom syndrome helicase (human) inhibition; P54132; Potency, µM (highest dose often 56.1 µM), for the others: at the top dose activity change, negative = inhibition, most hits filed as inhibitors; recombinant BLM DNA unwinding, fluorescence dequenching; hit rate 0.2% among 350,000;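 also: plate controls were vehicle for no effect and no enzyme for full effect; nearly all actives have a fitted effect of over 35% in size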
Pol kappa inh = inhibitors of human DNA polymerase kappa; Q9UBT6; purified Pol kappa, fluorescent DNA synthesis assay, 10 min; Potency, µM (highest dose often 107 µM), for inactives: at the highest dose activity, negative = inhibition, usual class: inhibitors; hit rate 0.53% among 400,000; also: % is scaled to controls: 0 for no effect and ±100 for the full control effect
Target sequence (Q9UBT6 whole entry, looked up): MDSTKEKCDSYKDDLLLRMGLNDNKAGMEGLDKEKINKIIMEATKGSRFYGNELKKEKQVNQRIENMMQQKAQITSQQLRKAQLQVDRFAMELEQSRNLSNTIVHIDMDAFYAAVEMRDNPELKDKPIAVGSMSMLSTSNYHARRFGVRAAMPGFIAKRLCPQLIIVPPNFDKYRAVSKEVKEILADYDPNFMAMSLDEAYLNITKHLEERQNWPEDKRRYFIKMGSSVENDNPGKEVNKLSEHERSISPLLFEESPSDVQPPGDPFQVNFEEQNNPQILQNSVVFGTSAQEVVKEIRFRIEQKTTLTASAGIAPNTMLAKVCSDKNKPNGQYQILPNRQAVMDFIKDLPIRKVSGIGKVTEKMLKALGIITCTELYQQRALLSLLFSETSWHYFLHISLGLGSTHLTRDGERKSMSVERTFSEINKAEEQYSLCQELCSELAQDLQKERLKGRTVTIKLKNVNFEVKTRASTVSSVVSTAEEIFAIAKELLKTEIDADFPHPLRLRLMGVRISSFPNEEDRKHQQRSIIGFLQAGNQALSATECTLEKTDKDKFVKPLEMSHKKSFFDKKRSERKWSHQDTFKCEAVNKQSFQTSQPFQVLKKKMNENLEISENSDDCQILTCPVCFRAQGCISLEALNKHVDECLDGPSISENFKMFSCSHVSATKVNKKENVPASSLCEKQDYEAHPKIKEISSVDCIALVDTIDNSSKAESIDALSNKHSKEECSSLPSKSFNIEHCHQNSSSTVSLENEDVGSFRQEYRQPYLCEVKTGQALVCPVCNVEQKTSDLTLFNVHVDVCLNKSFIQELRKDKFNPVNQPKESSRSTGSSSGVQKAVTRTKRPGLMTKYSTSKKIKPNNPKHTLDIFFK
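Activity was followed as the change in fluorescence between reads at 0 and 10 min after starting the reaction with 50 nM substrate. Beforehand, 10 nM polymerase had been preincubated with compound for 15 min at room temperature.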
Starred values were filed as active, the others as inactive; ? = inconclusive; / = no result given; [ ] = dose if it differs, or a comment. Calls follow the shape of the dose curve; as a rule, active = well fitted curve in the direction sought with a large enough effect; inconclusive = small, poorly fitted or top-dose-only effect, or another doubt; inactive = no such curve, though single readings can be large; an effect the other way counts as inactive or inconclusive. Potency is read from the fitted curve at half-maximal effect. Only part of the results is shown; the hit share may differ from the screen's.

smiles | POLI inh | APEX1 inh | Pol eta inh | BAZ2B inh | Anesthetic bind | G9a inh | Pol beta inh | BLM helicase inh | Pol kappa inh
CN(CC(=O)NC1CC1)S(=O)(=O)c1ccc(Br)cc1 | 7% | -13% | -4% | -13% | -4% | / | 14% | 1% | -16%
COc1ccc(C(=O)N2CCN(C(=O)COc3ccc(Br)cc3)CC2)cc1OC | -10% | / | -18% | -27% | -15% | -16%[59 µM] | 1% | -3% | 7%
Cn1c(=O)c(S(=O)(=O)C(C)(C)C)c(O)c2ccccc21 | 23% | 2% | -12% | 2% | 4% | -14%[59 µM] | 11% | 1% | -1%
Cc1cc(C)c(C#N)c(SCC(=O)N(CCC#N)c2ccc3c(c2)OCCO3)n1 | 28% | 14% | -12% | -3% | / | -28% | / | / | 1%
CCc1ccc(C(=O)c2cn(CC(=O)Nc3cc(OC)cc(OC)c3)c3ccc(CC)cc3c2=O)cc1 | 18% | / | -9% | 7% | 48% | 13%[59 µM] | -8% | -11% | -13%
CCOC(=O)c1ccc(NC(=O)c2c(N3CCCC3=O)c3cc(OC)ccc3n2C)cc1 | 9% | / | -11% | -17% | 54%[activator] | -39%[59 µM] | -1% | -9% | -11%
O=C(NCCc1nnc2ccc(NCc3ccc(Cl)cc3)nn12)c1ccccc1 | -17% | 0% | -12% | / | -9% | -34% | 1% | 0% | -8%
Cc1ccc(C)c(NC(=O)C2COc3ccccc3O2)c1 (stereo unspecified) | 37%[activator] | 10% | -13% | 0% | ? | 54%[activator] | 3% | -4% | -5%

smiles | POLI inh | APEX1 inh | Pol eta inh | BAZ2B inh | Anesthetic bind | G9a inh | Pol beta inh | BLM helicase inh | Pol kappa inh
O=C(NC1CCCCC1)C1CCN(c2ncccn2)CC1 | 42%[activator] | 39% | -14% | 5% | -4% | -8% | 34% | -3% | 3%
Cc1ccc(NC(=O)COS(=O)c2ccc(C)cc2)cc1 (stereo unspecified) | -11% | 14% | -3% | 0% | -2% | 11%[59 µM] | 9% | -1% | -2%
CN(C)S(=O)(=O)c1cccc(-c2nn(-c3ccccc3)cc2/C=C2\SC(=S)N(CC(=O)O)C2=O)c1 | 32µM* | 1% | 35µM* | 50µM* | -9% | ? | -3% | ? | -45%
O=S(=O)(Nc1ccc(Cl)cn1)c1cnc(Cl)c(Br)c1 | 42%[activator] | 7% | -2% | -5% | 3% | 31%[12.7 µM] | ? | -1% | -10%
Cn1c(/C=C/N(Cc2ccccc2)c2ccccc2)c([N+](=O)[O-])c(=O)n(C)c1=O | 44%[activator] | -4% | -22% | ? | ? | ? | -5% | -5% | -3%
CCOC(=O)c1cc(S(=O)(=O)N(C)c2ccccc2)[nH]n1 | -8% | / | -6% | -14% | 48%[activator] | ? | 1% | 2% | -14%[60.1 µM]
COc1cccc2cc(C(=O)N3CCc4ccccc43)c(=O)oc12 | 9% | 4% | 8% | 10% | -15% | 0%[59 µM] | 17% | -3% | 1%
COc1cc(OC)cc(C(=O)NNC(=O)CCNS(=O)(=O)c2ccc(C)c(C)c2)c1 | 13% | 13% | -20% | 0% | / | -7% | / | / | -17%

Gathered by group, the compounds so far containing four or more nitrogen atoms
smiles | POLI inh | APEX1 inh | Pol eta inh | BAZ2B inh | Anesthetic bind | G9a inh | Pol beta inh | BLM helicase inh | Pol kappa inh
Cc1cc(C)c(C#N)c(SCC(=O)N(CCC#N)c2ccc3c(c2)OCCO3)n1 | 28% | 14% | -12% | -3% | / | -28% | / | / | 1%
O=C(NCCc1nnc2ccc(NCc3ccc(Cl)cc3)nn12)c1ccccc1 | -17% | 0% | -12% | / | -9% | -34% | 1% | 0% | -8%
O=C(NC1CCCCC1)C1CCN(c2ncccn2)CC1 | 42%[activator] | 39% | -14% | 5% | -4% | -8% | 34% | -3% | 3%
CN(C)S(=O)(=O)c1cccc(-c2nn(-c3ccccc3)cc2/C=C2\SC(=S)N(CC(=O)O)C2=O)c1 | 32µM* | 1% | 35µM* | 50µM* | -9% | ? | -3% | ? | -45%
Cn1c(/C=C/N(Cc2ccccc2)c2ccccc2)c([N+](=O)[O-])c(=O)n(C)c1=O | 44%[activator] | -4% | -22% | ? | ? | ? | -5% | -5% | -3%

Next part.
smiles | POLI inh | APEX1 inh | Pol eta inh | BAZ2B inh | Anesthetic bind | G9a inh | Pol beta inh | BLM helicase inh | Pol kappa inh
COc1ccc(C2C(C(N)=O)=C(C)Nc3nc(-c4ccccc4)nn32)cc1OC (stereo unspecified) | 2% | ? | -13% | -5% | 1% | -5% | 2% | 0% | 2%
COc1ccc2[nH]c(C(=O)O)c(NC(=O)c3cc(OC)c(OC)c(OC)c3)c2c1 | -5% | -4% | -10% | -8% | -1% | ? | -3% | -5% | -11%
COC(=O)c1c(-c2ccc(C)cc2)csc1NC(=O)C1CC=CCC1C(=O)O (stereo unspecified) | 20% | 2% | 3% | 3% | -2% | ? | -2% | 4% | 1%
COc1cc(CNC2CCCC2)c(Br)cc1OCc1ccccc1 | 56%[activator] | -1% | -20% | -12% | -7% | / | 1% | 4% | -6%
CC(C)Cc1ccc([C@@H](C)C(=O)NS(C)(=O)=O)cc1 | / | 0% | / | / | 12% | ? | / | -6% | 9%[60.1 µM]
COc1ccccc1COc1ccc2c(C)c(CCC(=O)O)c(=O)oc2c1C | 176%[activator] | -26% | -23% | -15% | 7% | 20%[0.501 µM] | 13% | -17% | 7%
CC1N/C(=C\C(=O)c2ccccc2)N(O)C1(C)C (stereo unspecified) | 8% | 0% | -11% | 6% | -14% | -36% | 8% | 0% | -3%
O=S(=O)(Nc1ccc(Cl)cn1)c1ccc(Cl)cc1 | -2% | 1% | -11% | -8% | -8% | ? | 13% | 1% | -19%

smiles | POLI inh | APEX1 inh | Pol eta inh | BAZ2B inh | Anesthetic bind | G9a inh | Pol beta inh | BLM helicase inh | Pol kappa inh
Cc1c(Cl)cnc(NC(=O)COC(=O)C2CCCC2)c1Cl | ? | 12% | 35µM* | / | / | / | / | / | -29%
CC1=C/C(=C(\c2cc(C)c(O)c(Br)c2)c2ccccc2S(=O)(=O)O)C=C(Br)C1=O | ? | -41% | ? | 20µM* | ? | 14µM* | ? | ? | -41%
CC(C)CNC(=O)c1ccc(C2SCC(=O)N2Cc2ccccc2)cc1 (stereo unspecified) | 125%[activator] | 16% | -18% | 0% | -4% | / | -8% | -11% | 0%
O=C(NCc1ccccc1Cl)c1ccc2c(c1)nnn2C1CCCC1 | -14% | / | 4% | 1% | -15% | -9%[59 µM] | 2% | -2% | 0%
Cc1ccc(-c2cccc(CN3CCN(C4CCN(C(C)C)CC4)C(CCO)C3)c2)o1 (stereo unspecified) | -20% | 26% | -7% | -12% | -11% | / | 46% | -3% | -11%
COc1ccc(-n2nc(C(=O)NCC(=O)N3CCC(C)CC3)c3ccccc3c2=O)c(OC)c1 | 127%[activator] | 60% | -16% | 1% | -14% | 13% | 2% | -4% | -19%
c1ccc(CC2CCN(c3nnnn3-c3ccccc3)CC2)cc1 | 5% | -9% | -9% | 22% | -14% | -6%[59 µM] | -3% | -8% | -8%
CN1CCN(C(=O)c2ccc3c(=O)n4c(nc3c2)CCCCC4)CC1 | 18% | 0% | -15% | -1% | -10% | 8% | 29% | 0% | 1%

Ordered by the number under Pol eta inh (largest number first): four from the list above.
| Molecule | POLI inh | Pol eta inh | BAZ2B inh | G9a inh | BLM helicase inh | Pol kappa inh |
| --- | --- | --- | --- | --- | --- | --- |
| CCOC(=O)c1cc(S(=O)(=O)N(C)c2ccccc2)[nH]n1 | -8% | -6% | -14% | ? | 2% | -14%[60.1 µM] |
| Cc1ccc(-c2cccc(CN3CCN(C4CCN(C(C)C)CC4)C(CCO)C3)c2)o1 (stereo unspecified) | -20% | -7% | -12% | / | -3% | -11% |
| CCOC(=O)c1ccc(NC(=O)c2c(N3CCCC3=O)c3cc(OC)ccc3n2C)cc1 | 9% | -11% | -17% | -39%[59 µM] | -9% | -11% |
| COc1cc(OC)cc(C(=O)NNC(=O)CCNS(=O)(=O)c2ccc(C)c(C)c2)c1 | 13% | -20% | 0% | -7% | / | -17% |

The listing continues.
smiles | POLI inh | APEX1 inh | Pol eta inh | BAZ2B inh | Anesthetic bind | G9a inh | Pol beta inh | BLM helicase inh | Pol kappa inh
CCC(C)NC(=O)c1cn(-c2cccc(C)n2)cn1 (stereo unspecified) | 11% | 1% | -3% | 1% | -5% | 36%[0.501 µM] | 29% | -2% | -4%
CCc1cccc(C)c1NC(=O)COC(=O)C(NS(=O)(=O)c1ccc(Cl)cc1)C(C)O (stereo unspecified) | 29% | 2% | -10% | 4% | 0% | 18%[59 µM] | 6% | 4% | -9%
O=C(C1=C[C@H](c2ccc(Br)cc2)C[C@H](OCCCCO)O1)N1CCN(Cc2ccccc2)CC1 | 17% | -2% | -5% | -16% | -12% | -106%[59 µM] | -27% | -1% | 6%
O=S(=O)(NCc1cccs1)c1cccc2cccnc12 | 21% | -2% | -5% | 5% | -16% | -5% | 23% | -1% | -13%
COc1cc(C2c3c(c(C)c(C)oc3=O)Oc3c(C)c(C)oc(=O)c32)ccc1OS(=O)(=O)c1ccc(C)cc1 | -4% | 15% | -7% | 7% | / | -7%[2.33 µM] | / | / | -9%
Cc1c(Cl)cccc1NC(=O)Cn1c(-c2ccc(F)cc2)noc1=O | 15% | 16% | -10% | 6% | -15% | -38% | 3% | -4% | 8%
COc1ccc([C@]23Cc4ccccc4C(O2)C2=C(O3)C(=O)c3ccccc3C2=O)cc1 | / | 14%[12.4 µM] | / | ? | ? | ? | ? | -8%[12.4 µM] | /
CC(C)C(c1nnnn1Cc1ccc(F)cc1)N1CCN(C2CCCC2)CC1 (stereo unspecified) | 191%[activator] | 2% | -24% | ? | -4% | / | 2% | 4% | -1%
CCN(CC)C(=O)c1c[nH]c2ccc(S(=O)(=O)Nc3cc(C)cc(C)c3)cc2c1=O | -3% | -6% | ? | 7% | -7% | 6%[59 µM] | 0% | -11% | -13%
Cc1ccc(CSc2nnc(-c3ccncc3)n2C)cc1 | 10% | 2% | 8% | ? | -6% | -10% | -17% | 1% | -3%
